# Rev-erbA mod: Rev-erb alpha (human) modulation | P20393 | Rev-erbα–FITC-DNA binding, fluorescence polarization, 90 min | activity, % at 10 µM | actives 0.79% (n = 370,000);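 active = activity above about 14%, limit read from the data; passing the limit was not always enough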;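 also: 0% = DMSO wells with 35 nM protein and 100% = DMSO wells with 750 nM protein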
# ASAP1 GAP inh: inhibitors of human ASAP1 ArfGAP activity | Q9ULH1 | ASAP1-stimulated ARF1 GTP hydrolysis, GDP FP detection | inhibition, % at 16.5 µM | actives 0.19% (n = 360,000) | AID 624377; in the data active = inhibition above about 25%;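 also: 0% = vehicle with enzyme and substrate and 100% = no enzyme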
# HTRA1 inhibitor: HTRA1 (human) protease inhibition; actives 0.5% (n = 340,000); Q92743; inhibition, % at 5.96 µM; recombinant HTRA1, FP-rhodamine activity-based probe, fluorescence polarization; in the data active = inhibition above about 36%;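 also: 0% = enzyme with DMSO and 100% = wells lacking enzyme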
# ABHD4 inh: ABHD4 (mouse) inhibition, primary FP screen. AID 720543. actives 0.54% (n = 370,000). purified mABHD4, FP-Rh probe fluorescence polarization. inhibition, % at 8.92 µM;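 active = inhibition exceeding the mean over every tested compound plus 3 SD, cut at about 30% in these data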;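 also: 0% = plate median of compound wells and 100% = S159A mutant with DMSO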
#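 system = mouse ABHD4 enzyme, wild type | medium = HEPES pH 7.0, NaCl, Pluronic buffer | also added = FP-Rh probe | incubation = Enzyme–compound pre-incubation 45 min, then probe 60 min, both 25 °C | technique = fluorescence polarization, excitation 525 nm, emission 598 nm, BODIPY TMR filters | controls = S159A mutant high control, sample median low control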
# rCAG RNA binder: r(CAG) repeat RNA binding; TO-PRO-1 dye displacement fluorescence; inhibition, % at 3 µM; actives 1.3% (n = 370,000);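 active = inhibition above the plate cutoff, the mean of all test compounds on that plate plus 3 SD, cut at about 35% in these data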;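 also: 0% = DMSO alone and 100% = 100 µM mitoxantrone as full dye displacement; higher means more dye released from RNA so lower well fluorescence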
# NPR1 activator: GC-A (human) enzyme activation. P16066. actives 0.14% (n = 370,000). HEK293 GC-A cells, cGMP TR-FRET, EC30 ANP; 0% at EC30 ANP, 100% saturating ANP. activation, % at 10 µM; in the data active = activation above about 40%
# GC-B act: GC-B (human) receptor activation. P20594. HEK293-GC-B cells, CNP EC30, cGMP TR-FRET; 0% at EC30 CNP, 100% saturating CNP. activation, % at 10 µM. actives 0.11% (n = 370,000);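 active = activation at 10 µM reaching about 35% in either raw or pattern-adjusted values, limit read from the data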
# Target sequence (P20594 whole entry, looked up): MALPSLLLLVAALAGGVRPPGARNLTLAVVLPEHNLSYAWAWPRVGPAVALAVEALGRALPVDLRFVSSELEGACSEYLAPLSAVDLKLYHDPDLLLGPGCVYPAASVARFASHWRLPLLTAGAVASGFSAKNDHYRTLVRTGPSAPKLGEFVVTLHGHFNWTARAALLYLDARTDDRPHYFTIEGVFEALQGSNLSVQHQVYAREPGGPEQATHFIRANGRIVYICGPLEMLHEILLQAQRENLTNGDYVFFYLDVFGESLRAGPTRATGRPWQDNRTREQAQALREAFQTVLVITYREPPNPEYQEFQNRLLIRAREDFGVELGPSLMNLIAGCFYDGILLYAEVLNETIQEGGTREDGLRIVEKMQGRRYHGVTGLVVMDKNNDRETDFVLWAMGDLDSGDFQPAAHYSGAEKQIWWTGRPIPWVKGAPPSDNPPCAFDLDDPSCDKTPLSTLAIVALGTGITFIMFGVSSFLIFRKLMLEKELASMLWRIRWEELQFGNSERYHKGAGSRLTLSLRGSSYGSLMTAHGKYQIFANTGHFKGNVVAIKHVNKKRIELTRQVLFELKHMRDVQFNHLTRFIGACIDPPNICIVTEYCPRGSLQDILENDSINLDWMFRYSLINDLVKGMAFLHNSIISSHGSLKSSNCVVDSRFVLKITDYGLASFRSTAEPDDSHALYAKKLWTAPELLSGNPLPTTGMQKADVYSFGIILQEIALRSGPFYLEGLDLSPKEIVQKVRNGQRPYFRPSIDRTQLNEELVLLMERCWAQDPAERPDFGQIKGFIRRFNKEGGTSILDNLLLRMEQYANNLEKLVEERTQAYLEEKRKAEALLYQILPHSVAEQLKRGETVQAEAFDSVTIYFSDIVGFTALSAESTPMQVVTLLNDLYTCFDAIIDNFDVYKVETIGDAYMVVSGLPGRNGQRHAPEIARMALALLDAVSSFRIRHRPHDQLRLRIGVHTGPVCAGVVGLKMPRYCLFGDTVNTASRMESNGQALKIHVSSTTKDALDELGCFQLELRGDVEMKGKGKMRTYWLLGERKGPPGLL
# ARFGAP1 inhibitor: rat ARFGAP1 inhibition. actives 0.26% (n = 360,000). inhibition, % at 16.5 µM. Arfgap1-stimulated ARF1 GTP hydrolysis, GDP FP detection. AID 651572;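 active = inhibition above a per-plate limit, mean inhibition of low control wells plus 3 SD, cut at about 25% in these data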;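 also: 0% = DMSO wells with enzyme and 100% = wells lacking Arfgap1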
#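 Repeats: one replicate per compound; assay system: rat Arfgap1 catalytic domain, aa 1-136; times: enzyme reaction 120 min at 25 °C after 20 min preincubation; detection: FP of antibody-bound GDP Alexa 633 tracer, ex 620/em 688 nm; benchmarks: high control wells lacking Arfgap1, low control full reaction with DMSO; reagent: human ARF1(Δ1-17)-GTP substrate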
# PG9 binder: binds the HIV-1 gp120 antibody PG9; actives 0.43% (n = 360,000); TR-FRET gp120-PG9 antibody binding; inhibition, % at 6.7 µM; AID 624416; in the data active = inhibition above about 8.5%
# SMARCA2 act: SMARCA2 function activation, primary screen; MG213 cells, MMTV-luciferase reporter, dexamethasone, overnight; activation, % at 9.1 µM; actives 1% (n = 370,000); AID 652017; in the data active = activation above about 7.8%;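 also: 0% = vehicle wells and 100% = reference activator wells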
# * hit, by the source's call; . = not tested or not shown.
SMILES,Rev-erbA mod,ASAP1 GAP inh,HTRA1 inhibitor,ABHD4 inh,rCAG RNA binder,NPR1 activator,GC-B act,ARFGAP1 inhibitor,PG9 binder,SMARCA2 act
COC(=O)C1=C(C)NC(=O)NC1c1cccc(OC)c1OCc1ccccc1 (stereo unspecified),3,0,-4,-6,2,-6,-4,8,-0.2,2
Cc1cccc(C)c1N1C(=O)c2ccccc2NC(=O)C1C(=O)NCC(C)C (stereo unspecified),-1,11,.,-6,1,3,-3,3,0.1,0
c1ccc(Cn2nnc(-c3ccccc3)n2)cc1,-1,4,2,-2,-2,-6,4,8,1.0,3
CC1Cc2ccccc2N1C(=O)COc1nc2ccccc2nc1N1CCOCC1 (stereo unspecified),9,-17,2,-7,-2,3,2,2,-0.2,1
CCOC(=O)c1cccc(NC(=O)c2ccc(F)cc2F)c1,-6,7,-10,-2,-4,3,9,2,-1.0,6
COc1ccc(S(=O)(=O)NCc2ccc(C(=O)NCCCN3CC(C)CC(C)C3)cc2)cc1 (stereo unspecified),-1,2,-4,1,-5,0,0,6,-0.1,0
CC1(C(=O)NCc2ccccc2)CN(S(C)(=O)=O)CC(=O)N1CCc1ccccc1F (stereo unspecified),2,4,.,4,-1,-3,-1,5,-0.1,-5
O=C(Nc1ccccc1C(F)(F)F)OCCN1C(=O)CCC12CCC(c1ccccc1)CC2 (stereo unspecified),26*,.,.,-2,0,-18,-21,.,.,-4
Cc1ccc(-n2nc3c(=O)n(CCCC(=O)N4CCCCC4)nc(C)c3c2C)cc1,-1,-1,2,-4,-7,-4,-4,4,-1.8,1
COc1ccc(-c2cc(C(=O)N(C)CC(=O)Nc3cccc(F)c3)c3ccccc3n2)cc1,-2,8,-65,-7,12,1,-2,20,0.8,0
COCCNC(=O)C1Cc2c(-c3cccc(NC(C)=O)c3)ccnc2O1 (stereo unspecified),0,-6,.,1,2,2,-3,2,-0.6,-3
CN(C)C(=O)COc1ccc(S(=O)(=O)c2ccc(OCC(=O)N(C)C)cc2)cc1,-5,2,11,0,-4,5,8,-3,-1.6,0
Cn1nc(C(=O)OCC(=O)Nc2ccccc2OC(F)F)c2ccccc2c1=O,8,7,10,8,0,-4,3,-3,0.6,5
Cc1ccc(CC2(OCCN(C)C)CCC(C(C)(C)C)CC2)cc1 (stereo unspecified),-1,10,1,27,3,-22,-9,-3,-0.7,-4
CC(C)(C)NCc1ccc(OCc2cccs2)cc1,-3,5,1,3,4,5,-2,0,-1.5,1
Oc1ccccc1C=NCCN=Cc1ccccc1O,1,3,1,7,-2,10,-6,7,1.2,-2
COc1ccc(-n2ncc3c2CC(C)(C)CC3NC(=O)CCN2CCCC2=O)cc1 (stereo unspecified),-3,-1,5,6,-7,1,3,12,1.1,-3
Cc1ccc(C2(C(F)(F)F)NC(=O)N3CCCN=C3S2)cc1 (stereo unspecified),4,0,9,3,0,-3,7,8,-0.9,4
O=c1ccc(Cl)nn1-c1ccccc1,-5,-2,-1,6,1,-1,-2,-7,-1.2,-1
COc1cccc(O)c1CN1CCCC(C(=O)c2cccc(C(F)(F)F)c2)C1 (stereo unspecified),-2,-6,-11,1,-8,-4,-2,-11,0.4,-7
O=C(O)c1cccc(-n2c(-c3cnccn3)n[nH]c2=S)c1,3,-3,5,3,0,3,2,10,-0.3,-5
COc1ccc(C2NC(=O)NC3=C2C(=O)CCC3)cc1 (stereo unspecified),-4,6,2,6,-1,-2,3,-9,-1.0,0
Cc1cccc(NC(=S)N2CCC(N(C)CC3CCCO3)CC2)c1C (stereo unspecified),-1,-6,2,-4,-2,4,0,0,-1.7,0
CCOc1cc(C#N)c(NC(=O)c2cccnc2)cc1OCC,-3,-2,5,5,-5,-2,-2,7,0.4,-1
O=C(Nc1ccccc1C(=O)OCc1nnc(-c2ccccc2)o1)c1ccco1,-5,7,-6,3,-1,1,2,-4,-0.6,-1

# Part of the list above, with bars between the fields:
molecule | Rev-erbA mod | ASAP1 GAP inh | HTRA1 inhibitor | ABHD4 inh | rCAG RNA binder | NPR1 activator | GC-B act | ARFGAP1 inhibitor | PG9 binder | SMARCA2 act
Cc1cccc(C)c1N1C(=O)c2ccccc2NC(=O)C1C(=O)NCC(C)C (stereo unspecified) | -1 | 11 | . | -6 | 1 | 3 | -3 | 3 | 0.1 | 0
c1ccc(Cn2nnc(-c3ccccc3)n2)cc1 | -1 | 4 | 2 | -2 | -2 | -6 | 4 | 8 | 1.0 | 3
CC1Cc2ccccc2N1C(=O)COc1nc2ccccc2nc1N1CCOCC1 (stereo unspecified) | 9 | -17 | 2 | -7 | -2 | 3 | 2 | 2 | -0.2 | 1
CCOC(=O)c1cccc(NC(=O)c2ccc(F)cc2F)c1 | -6 | 7 | -10 | -2 | -4 | 3 | 9 | 2 | -1.0 | 6
COc1ccc(S(=O)(=O)NCc2ccc(C(=O)NCCCN3CC(C)CC(C)C3)cc2)cc1 (stereo unspecified) | -1 | 2 | -4 | 1 | -5 | 0 | 0 | 6 | -0.1 | 0
CC1(C(=O)NCc2ccccc2)CN(S(C)(=O)=O)CC(=O)N1CCc1ccccc1F (stereo unspecified) | 2 | 4 | . | 4 | -1 | -3 | -1 | 5 | -0.1 | -5
O=C(Nc1ccccc1C(F)(F)F)OCCN1C(=O)CCC12CCC(c1ccccc1)CC2 (stereo unspecified) | 26* | . | . | -2 | 0 | -18 | -21 | . | . | -4
Cc1ccc(-n2nc3c(=O)n(CCCC(=O)N4CCCCC4)nc(C)c3c2C)cc1 | -1 | -1 | 2 | -4 | -7 | -4 | -4 | 4 | -1.8 | 1
COc1ccc(-c2cc(C(=O)N(C)CC(=O)Nc3cccc(F)c3)c3ccccc3n2)cc1 | -2 | 8 | -65 | -7 | 12 | 1 | -2 | 20 | 0.8 | 0
COCCNC(=O)C1Cc2c(-c3cccc(NC(C)=O)c3)ccnc2O1 (stereo unspecified) | 0 | -6 | . | 1 | 2 | 2 | -3 | 2 | -0.6 | -3
CN(C)C(=O)COc1ccc(S(=O)(=O)c2ccc(OCC(=O)N(C)C)cc2)cc1 | -5 | 2 | 11 | 0 | -4 | 5 | 8 | -3 | -1.6 | 0
Cn1nc(C(=O)OCC(=O)Nc2ccccc2OC(F)F)c2ccccc2c1=O | 8 | 7 | 10 | 8 | 0 | -4 | 3 | -3 | 0.6 | 5
Cc1ccc(CC2(OCCN(C)C)CCC(C(C)(C)C)CC2)cc1 (stereo unspecified) | -1 | 10 | 1 | 27 | 3 | -22 | -9 | -3 | -0.7 | -4
CC(C)(C)NCc1ccc(OCc2cccs2)cc1 | -3 | 5 | 1 | 3 | 4 | 5 | -2 | 0 | -1.5 | 1

# Next section:
SMILES,Rev-erbA mod,ASAP1 GAP inh,HTRA1 inhibitor,ABHD4 inh,rCAG RNA binder,NPR1 activator,GC-B act,ARFGAP1 inhibitor,PG9 binder,SMARCA2 act
CCOc1ccc(Nc2ncnc(N)n2)cc1,0,-10,5,0,1,1,1,4,-1.2,-2
O=C(NC(=O)N1CCCCCC1)c1ccc(Cl)cc1,3,-18,4,-4,-4,-1,9,11,-0.7,0
O=C(C1CCN(S(=O)(=O)c2ccccc2)CC1)N1CCN(Cc2ccc3c(c2)OCO3)CC1,7,10,9,-6,-9,0,7,9,1.7,-1
Cc1cccn2c(=O)c3cc(C(=O)N4CCOCC4)n(C)c3nc12,3,1,-4,3,-7,7,7,-18,2.4,-3
COc1ccc(OCC(=O)OCC(=O)Nc2ccc(S(=O)(=O)N3CCCCC3)cc2)cc1,-1,-4,-7,7,5,3,-1,-1,0.9,-1
Cc1ccc(C)n1-c1cc([N+](=O)[O-])ccc1-n1ccnc1,4,13,.,-1,19,2,-1,1,-2.0,0
O=C(CSc1nncn1-c1ccccc1)Nc1cc(F)ccc1F,2,-9,3,6,0,-1,0,4,-2.5,3
CCSc1nc(-c2ccccc2)cc(=O)[nH]1,-1,7,-5,-1,3,5,-3,-4,-0.6,-1
CCNS(=O)(=O)c1ccc(CCC(=O)Nc2ccc3c(c2)OCO3)cc1,-3,8,-2,4,-4,2,-5,2,0.4,-2
CN1CCN(S(=O)(=O)c2ccc(Oc3cccc(C(F)(F)F)c3)nc2)CC1,7,-17,-1,5,-3,2,7,7,-1.5,1
CC(=O)Nc1ccc(S(=O)(=O)N[C@@H](C)C(=O)OCC(=O)NC2CCCC2)cc1,13,0,6,2,0,3,-2,12,-0.5,5
CCOC(=O)Cn1c(=O)oc2cc(S(=O)(=O)Nc3cc(OCC)ccc3OCC)ccc21,4,-12,-5,-3,3,6,1,5,-1.9,-2
c1ccc2c(-c3cnc4cccnn34)cncc2c1,1,4,.,-2,3,1,0,2,0.8,-2
C/C(=N\NC(=O)c1cc2c(s1)CCC(C)C2)c1ccncc1 (stereo unspecified),-3,0,-16,1,6,-6,0,0,-2.5,0
CC(C)NC(=S)N/N=C1\CCCc2ccccc21,-4,14,-5,3,-6,1,9,-1,-3.3,-3
COc1ccccc1/C=C1\SC(=S)N(CCC(=O)NC2=NCCS2)C1=O,9,4,-6,-2,2,4,-3,6,-0.9,-2
Cc1ccc(S(=O)(=O)N(CC(=O)O)Cc2ccccc2F)cc1,4,4,2,-3,2,2,2,6,-0.2,3
Cc1cc(OCC(=O)O/N=C(\N)c2ccccc2)ccc1Br,3,-7,-9,6,-2,4,1,4,-1.7,-1
NC(=O)CCn1c(C(=O)c2cc(Cl)c(N)c(Cl)c2)c2ccccc2[n+]1[O-],-2,-2,-3,6,1,2,6,-6,0.4,2
CC(NC(=O)c1ccccc1NC(=O)CN1CCc2ccccc2C1)c1ccccc1 (stereo unspecified),2,-7,-25,-5,1,-1,3,1,2.4,0
O=S(=O)(NCC1CCCO1)c1cccc2nsnc12 (stereo unspecified),-10,-4,10,6,0,4,-1,-3,-0.2,1
CC(C)(C)C(=O)CSc1ncccn1,3,18,-4,1,0,1,-2,-4,-0.9,-2
O=C(NC(=S)NNC(=O)c1ccco1)c1ccc(F)cc1,2,-6,3,9,0,2,1,16,0.2,-2
CNC(=O)c1ccc(Nc2nc(-c3ccccc3)nc3ccccc23)cc1,1,5,-92,-39,15,6,2,6,2.4,-2
COc1cc(CC(=O)NCc2ccccn2)cc(OC)c1OC,1,2,4,-3,1,0,-2,-7,-0.8,0
Cc1cc(C(=O)OCC(=O)Nc2ccccc2C#N)c(C)o1,-2,-6,2,-2,-2,-4,3,7,-0.7,1
COc1ccc(CC(=O)N2CCC(n3nccc3NC(=O)C3CC3)CC2)cc1,-2,0,-2,0,-3,-6,5,15,0.5,-1
CCOC(=O)C1=C(N)OC2=C(C(=O)CCC2)C1c1ccccc1OC (stereo unspecified),-5,11,0,-9,0,-6,-3,-4,-3.6,0
O=C(CN1CCN(Cc2ccc(F)cc2)CC1)NCc1ccccc1,4,12,7,4,-11,1,6,1,-0.3,-1
COC(=O)C(CC(=O)c1ccccc1)CC(=O)c1ccccc1,1,5,2,-4,-5,-1,1,6,0.8,4

# Pulled by structure from above, two records:
SMILES,Rev-erbA mod,ASAP1 GAP inh,HTRA1 inhibitor,ABHD4 inh,rCAG RNA binder,NPR1 activator,GC-B act,ARFGAP1 inhibitor,PG9 binder,SMARCA2 act
Cn1nc(C(=O)OCC(=O)Nc2ccccc2OC(F)F)c2ccccc2c1=O,8,7,10,8,0,-4,3,-3,0.6,5
O=C(C1CCN(S(=O)(=O)c2ccccc2)CC1)N1CCN(Cc2ccc3c(c2)OCO3)CC1,7,10,9,-6,-9,0,7,9,1.7,-1

# High-throughput results deposited in PubChem BioAssay by several laboratories.
